Insulin prom inh = TRM-6 insulin promoter activity inhibition | TRM-6 cells (human fetal islet line), insulin promoter-eGFP reporter, imaging; reporter expression induced with tamoxifen | inhibition, % at 2 µM | 130,000 tested, 0.9% active;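 active = inhibition above the mean plus 3 SD, with well images judged a real hit on visual review, cut at about 60% in these data, passing the limit was not always enough; inconclusive = inhibition over the cutoff but images rejected on review; inactive = inhibition not above the cutoff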
SDO1 yeast rescue = compounds rescuing growth of sdo1-depleted yeast, bone marrow failure model | S. cerevisiae sdo1-depleted JHY4D growth rescue, OD600 30 h; hits give high values; pdr5 snq2 efflux-pump mutant strain | z-score at 10 µM | 140,000 tested, 0.21% active | AID 817;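 active = z-score above 3 at both the 24 hr and the 30 hr optical density reads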;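 also: z-score against mean and SD of all compound wells on the same plate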
SDO1 yeast rescue Rescue 24 h = further read-out of SDO1 yeast rescue, marked with its call; z-score; S. cerevisiae sdo1-depleted JHY4D growth rescue, OD600; measured here: growth rescue at 24 h;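 0 is the plate mean of compound wells and units are plate SD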
The depositor's hits bear a star; ? = inconclusive; . = not tested or not shown; [ ] = remark or other dose. Compounds were not picked by outcome. Share with any hit: about 0.94%.

Insulin prom inh,SDO1 yeast rescue,SDO1 yeast rescue Rescue 24 h,Compound
9,1.6,1.9,O=C(Nc1ccc(O)cc1)/C(=C\c1cccs1)NC(=O)c1ccccc1
14,-1.9,-1.3,O=C(CSc1nnc(COc2ccccc2)n1-c1ccccc1)c1ccccc1
4,0.49,-0.12,Cc1onc(-c2c(F)cccc2Cl)c1C(=O)OCC(=O)Nc1c(C)n(C)n(-c2ccccc2)c1=O
.,0.9,0.96,C=CCc1ccccc1OCC(CN1CCCCC1)OC(C)=O (stereo not given)
.,3.7,0.78,CCCCC(NS(=O)(=O)c1ccc(C)cc1)C(=O)Oc1ccc2c3c(c(=O)oc2c1)CCC3 (stereo not given)
21,1.4,0.71,Cc1ccc(CCN2CC(C(=O)NCCCN3CCCCCC3)CC2=O)cc1 (stereo not given)
.,1.5,2,Cc1nn(C)c(C)c1S(=O)(=O)N1CCC(C(=O)NC2CCCc3ccccc32)CC1 (stereo not given)
-16,0.13,0.6,CCOc1nc(-c2ccccc2)ccc1-c1noc(COC)n1
-5,0.41,0.16,C/C(=N\NC(=O)Cc1cccn1C)c1ccc2ccccc2c1
-7,.,.,CCn1c(SC)nnc1-c1ccc(S(=O)(=O)N2CCCCC2)cc1
-20,.,.,COc1ccc(CN(C)C(C)C(=O)Nc2ccc(S(=O)(=O)N3CCOCC3)cc2)c(OC)c1 (stereo not given)
.,-0.81,-0.54,N#CC1=C(SCC(=O)c2ccc(Br)cc2)NC2=C(C(=O)CCC2)C1c1ccco1 (stereo not given)
7,-0.45,-0.89,O=C(Nc1cccc(-c2nnc(-c3ccccc3)o2)c1)C1CCCO1 (stereo not given)
.,0.49,0.08,C=CCn1c(=O)n(CCOC)c(=O)c2sc3ccccc3c21
-45,1.3,2.3,Cc1ccnc(NS(=O)(=O)c2ccc(NC(=O)C34CC5CC(CC(C5)C3)C4)cc2)n1
36,-1,-1.5,O=C(O)C1CCN(c2nc(-c3ccccc3)nc3c2oc2ccccc23)CC1
14,1.1,0.58,CCn1c(=O)c2c(cnn2C)c2ccccc21
-22,-1.3,-1.5,O=C(COc1ccc(Cl)cc1Cl)NC(=S)N1CCCc2ccccc21
33,-0.85,-0.1,CNc1ccc(/C=C/C(=O)c2cccc3ccccc23)cc1[N+](=O)[O-]
3,1.4,1.8,COc1ccc(-n2cnnc2)cc1
0,-0.91,-0.76,CC(NC(=O)Cn1nc(-c2ccccc2)c2ccccc2c1=O)c1ccccc1 (stereo not given)
-108,.,.,O=C(CNC(=O)c1ccc2c(c1)OCCO2)N/N=C/c1ccc(Cl)cc1
-62,.,.,CCCN1Cc2cccc(C(=O)NC(CC(=O)OCC)c3ccc(OC(C)C)cc3)c2C1=O (stereo not given)
-55,-0.82,1.1,CC(C)OCCCNc1nc2c(-c3ccccc3)nnn2c2ccccc12
.,-0.94,-1.6,CCc1ccccc1N(CC)C(=O)c1cn(C)c(=O)c2cc(OC)c(OC)cc12
.,0.24,-0.38,O=C(CN(c1ccc(F)cc1)S(=O)(=O)c1ccc2c(c1)OCCO2)NCc1ccccn1
-89,-0.85,-1.4,CC1CCCCN1S(=O)(=O)c1ccc(S(=O)(=O)NCCc2ccncc2)cc1 (stereo not given)
.,-0.38,-0.15,Cc1ccc(NC(=O)COc2ccccc2C(=O)Nc2ccccc2)cc1Cl
25,-0.83,-0.44,O=C(Nc1nccs1)C1CCN(S(=O)(=O)c2ccc3c(c2)OCCCO3)CC1
4,1,0.7,CC1=N/C(=C\c2ccc([N+](=O)[O-])cc2)C(=O)N1c1ccc(Cl)cc1
.,1.4,1.3,c1ccc2c(c1)nc(N1CCN(C3CCCCC3)CC1)c1nnnn12
-3,-0.21,-0.11,COC(=O)c1ccc(NC(=O)CSCc2ccc(C)cc2)cc1
13,1.4,2.9,COc1cc2ccccc2cc1C(=O)Nc1cccnc1
27,2,2.1,CCC(=O)N1CCN(c2ccc(NC(=O)c3ccc4c(c3)OCO4)cc2)CC1
-3,0.4,0.05,Cc1cc(C(=O)O)c(CSCc2cc(C(=O)O)oc2C)o1
.,-1.3,-0.41,Cn1cc(/C=C2/SC(=O)N(c3ccccc3)C2=O)c2ccccc21
7,.,.,Cc1noc(C)c1C(=O)Nc1ccc(F)cc1
0,0.14[14.1 µM],0.02,Cc1[nH]c(=S)n(CC2CCCO2)c1C (stereo not given)
5,1.1,0.7,NC(=O)C1CCN(C(=O)c2ccco2)CC1
-28,0.65,0.06,COc1ccc(Cn2nnnc2C(c2cccnc2)N2CCN(c3ccc(O)cc3)CC2)cc1 (stereo not given)
-12,-1.2,-0.7,COc1ccccc1CNC(=O)c1cc2c(C)nn(Cc3ccc(F)cc3)c2s1
45,0.08,-0.43,NC(=O)c1c(NC(=O)CN2CCOCC2)sc2c1CCC2
-24,-0.04,-0.1,CCOc1ccc(OCC(=O)NCCc2nc3ccccc3[nH]2)cc1
?,.,.,COc1cccc(C(=O)Nn2cnnc2)c1
-10,-0.91,-0.79,CC(=O)Nc1ccc(Nc2nc(C)c([N+](=O)[O-])c(Nc3ccccc3)n2)cc1
0,0.35,1.6,C=C(C)C1CC=C(C)/C(=N/NC(=O)CNc2ccc(C)cc2C)C1 (stereo not given)
-3,0.81,0.45,CNCc1ccccc1Sc1cccc(O)c1
23,-0.87,-0.7,Cc1cc(C)c2nc(N)sc2c1
63,.,.,O=C(CP(=O)(c1ccccc1)c1ccccc1)N1CCOCC1
-75,-1.1,-0.33,COC(=O)C1=C(CSCc2ccccc2)NC(=O)NC1c1cc(C)ccc1C (stereo not given)
-86,0.59,-0.09,CC1(C)CC(=O)c2cn3c(nc2C1)nc1ccccc13
31,1.3,1.2,CCCOc1ccc(-c2nc(C#N)c(N3CCc4ccccc4C3)o2)cc1
.,-1.2,-1.4,COc1ccc(C(=O)Nc2ccc(C)cc2C(=O)c2ccccc2)cc1
.,-0.87,-0.41,CCC(=O)c1ccc(N2CCN(C(=O)COc3ccc(F)cc3)CC2)c(F)c1
-22,-0.21,-0.8,Fc1cc2nccnc2cc1N1CCSCC1
-17,-0.32,0.08,Cc1ccc([N+](=O)[O-])c(OCCN2CCCCCC2)c1
-46,-0.27,-0.27,O=C(c1ccccc1)N1CCN(CC#Cc2ccccc2)CC1
0,0.36,-0.68,CNc1nnc(CSc2nc(C)cc(C)n2)s1
13,.,.,CCOC(=O)C1=C(c2ccccc2)NC(=O)NC1c1cc(Cl)c(O)c(OC)c1 (stereo not given)
.,-0.55,-0.52,Nc1cc(-c2ccccc2)nn1S(=O)(=O)c1ccc(F)cc1

Given with two lines to a compound: entries from further up.
Results follow in this order: Insulin prom inh	SDO1 yeast rescue	SDO1 yeast rescue Rescue 24 h
- CCCOc1ccc(-c2nc(C#N)c(N3CCc4ccccc4C3)o2)cc1
→ 31	1.3	1.2
- Nc1cc(-c2ccccc2)nn1S(=O)(=O)c1ccc(F)cc1
→ .	-0.55	-0.52

New compounds follow.
Insulin prom inh,SDO1 yeast rescue,SDO1 yeast rescue Rescue 24 h,Compound
27,-0.5,-0.17,O=C(NCc1ccc2c(c1)OCO2)c1cccc([N+](=O)[O-])c1
43,-0.14,-0.15,CCn1c(SCC(=O)Nc2ccc3c(c2)OCCO3)nnc1-c1cccs1
-46,-0.39,-0.35,O=C(CCc1nc(-c2ccccc2F)no1)NCCc1ccccc1Cl
.,-0.34,-0.45,CCOC(=O)c1[nH]c2ccccc2c1NC(=O)COC
54,.,.,Cc1ccc(CSc2nc3nc(C)cc(C)c3c(=O)[nH]2)cc1
10,.,.,O=[N+]([O-])c1ccccc1S(=O)(=O)NCCc1ccncc1
14,0.39,0.73,Cc1c(-c2cccs2)[n+](=O)c2c(n1[O-])CCC2
-57,-0.02,-0.41,CCN(CC)CCCNc1oc(-c2ccc(OC)c(OC)c2)nc1C#N
56,.,.,Cc1ccc(S(=O)(=O)N2CCN(CC(O)c3ccccc3)CC2)cc1C (stereo not given)
25,.,.,O=C(COn1nnc2ccc(Cl)cc21)Nc1ccc(F)cc1
23,0.02,0.96,c1ccc(-c2nnc(-c3ccccc3)c(-c3c[nH]c4ccccc34)n2)cc1
9,0.18,0.06,COc1ccc2[nH]c(=O)c(CN(CCO)C(=O)NCc3ccccc3)cc2c1
52,0.28,0.03,COc1cc(CN2CCN(c3ccccc3C)CC2)cc([N+](=O)[O-])c1O
.,-1.9,-1.2,CCN(c1ccccc1)c1ncnc2c1cnn2-c1ccccc1
50,1.2,0.94,CC(C)C(=O)Nc1cc(=O)[nH]c2ncnn12

An excerpt from above in order of formula weight, ascending:
Insulin prom inh,SDO1 yeast rescue,SDO1 yeast rescue Rescue 24 h,Compound
50,1.2,0.94,CC(C)C(=O)Nc1cc(=O)[nH]c2ncnn12
14,0.39,0.73,Cc1c(-c2cccs2)[n+](=O)c2c(n1[O-])CCC2
27,-0.5,-0.17,O=C(NCc1ccc2c(c1)OCO2)c1cccc([N+](=O)[O-])c1
10,.,.,O=[N+]([O-])c1ccccc1S(=O)(=O)NCCc1ccncc1
54,.,.,Cc1ccc(CSc2nc3nc(C)cc(C)c3c(=O)[nH]2)cc1
.,-1.9,-1.2,CCN(c1ccccc1)c1ncnc2c1cnn2-c1ccccc1
.,-0.55,-0.52,Nc1cc(-c2ccccc2)nn1S(=O)(=O)c1ccc(F)cc1
25,.,.,O=C(COn1nnc2ccc(Cl)cc21)Nc1ccc(F)cc1
23,0.02,0.96,c1ccc(-c2nnc(-c3ccccc3)c(-c3c[nH]c4ccccc34)n2)cc1
-57,-0.02,-0.41,CCN(CC)CCCNc1oc(-c2ccc(OC)c(OC)c2)nc1C#N
-46,-0.39,-0.35,O=C(CCc1nc(-c2ccccc2F)no1)NCCc1ccccc1Cl
56,.,.,Cc1ccc(S(=O)(=O)N2CCN(CC(O)c3ccccc3)CC2)cc1C (stereo not given)
9,0.18,0.06,COc1ccc2[nH]c(=O)c(CN(CCO)C(=O)NCc3ccccc3)cc2c1
43,-0.14,-0.15,CCn1c(SCC(=O)Nc2ccc3c(c2)OCCO3)nnc1-c1cccs1

(further entries)
Insulin prom inh,SDO1 yeast rescue,SDO1 yeast rescue Rescue 24 h,Compound
41,.,.,Cc1occc1C(=O)NNC(=O)C1CC1
19,2.4,2.4,O=C(NCCc1ccccc1)c1ccc(Cl)nc1
-29,-0.37,-0.27,COC(=O)c1sc(NC(=O)COc2cccc(C)c2)nc1C
-4,-0.05,-1.2,CCN(CC)CCNC(=O)c1ccc(NC(C)=O)cc1
-55,.,.,COc1ccc(CN2CCNC(=O)C2CC(=O)NC2Cc3ccccc3C2)c(OC)c1 (stereo not given)
-56,.,.,O=C(COC(=O)CCc1ccc(S(=O)(=O)N2CCOCC2)cc1)NC(=O)NC1CCCCC1
-29,-0.37[9.4 µM],0.1,COc1cc(/C=N/NC(=O)c2cccc([N+](=O)[O-])c2)ccc1OCc1ccccc1
-12,-0.65,0.16,COc1ccc2nc(Nc3nc4cc5c(cc4s3)OCO5)sc2c1
8,-0.26,0.31,CC1(C)Cc2ccccc2-c2nc(-c3ccccc3)oc(=O)c21
.,0.55,0.1,CCN1C(=O)c2ccccc2S(=O)(=O)c2ccc(C(=O)N3CCOCC3)cc21
14,-0.23,-0.44,CC(NC(=O)CCCN1C(=O)c2ccccc2C1=O)c1ccc2c(c1)CCCC2 (stereo not given)
-12,0.16,-0.17,Cc1cc(C(=O)O)c2ccccc2n1
-61,-1.1,-1.1,O=C(NCC12CC3CC(CC(C3)C1)C2)c1nn2c(c1Cl)NC(c1ccco1)CC2C(F)(F)F (stereo not given)
-23,0.59,0.73,NC(=O)Nc1ccccc1C(=O)NCCc1ccccc1
.,-0.01,-0.94,CC(=O)Nc1c(C(=O)O)oc2ccccc12
-67,0.09,-0.61,O=C(NCc1ccc2c(c1)OCO2)C1CC(=O)N(c2ccc(O)cc2)C1 (stereo not given)
30,0.15,0.16,O=C(NCc1cccnc1)c1cccc(Cl)c1
-59,0.83,0.87,O=C(CS(=O)CC(=O)Nc1cccc2c1CCCC2)Nc1ccc(F)cc1 (stereo not given)
-29,-0.58,-0.03,COc1cc(C)ccc1OCCOCCOc1cc(C)c(C)cc1Br
27,0.69,0.72,Cc1ccc(S(=O)(=O)NCc2ccc(C(=O)N3CCc4ccccc4C3)cc2)cc1
-16,.,.,Cc1ccccc1OCC(=O)Nc1cc(S(=O)(=O)N2CCCCC2)ccc1N1CCN(C)CC1
.,-0.21,-0.86,CC(C(=O)NCCC1=CCCCC1)N1C(=O)c2ccccc2C1=O (stereo not given)
.,-0.29,0.42,COc1cccc(C2=NOC(C(=O)N3CCc4ccccc4C3)C2)c1 (stereo not given)
21,.,.,COc1ccccc1C1C(C#N)=C(N)Oc2c1oc(CO)cc2=O (stereo not given)
.,1.4,1.7,Cc1csc(SCCn2c(N3CCOCC3)nc3c2c(=O)[nH]c(=O)n3C)n1
41,0.93,0.88,COc1ccc(NC(=S)c2ccncc2)cc1
-125,1.1,1.4,Cc1nc(CNS(=O)(=O)c2cccnc2)cs1
.,0.67,0.73,COc1cccc(C=Nc2cccnc2)c1O
7,-0.61,-0.87,CCOC(=O)N/N=C/c1cc(C)n(-c2ccccc2)c1C
-83,0.58,0.76,Cc1cc2c(=O)[nH]cnc2s1

Compound activity (PubChem BioAssay)
